# Compound activity (PubChem)
# ERG Ets-DNA blk: qHTS for Small Molecule Inhibitors of the ERG Ets/DNA interaction | Transcriptional regulator ERG (Homo sapiens), P11308 | fluorescence polarization, His-ERG Ets domain / labelled DNA | Potency, µM (series often up to 76.9 µM), without a hit: at the highest dose FP activity, negative = inhibition, usual class: inhibitors | 370,000 compounds, 0.028% hits; active = well fitted inhibition curve with a large enough effect in the polarisation, with a control signal flat; inconclusive = small, poorly fitted or top-dose-only effect, or effect the other way, or a change in a side signal; inactive = no such curve, though single readings can be large or run the other way; the % refers to the polarisation;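 note: polarization taken with two DNA probes labelled with fluorescein and Texas red; potency is the fitted concentration of half-maximal effect; % of control where 0% means no effect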
#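 His-tagged ERG Ets domain (1 uM in the protein solution; 300mM KCl, 50mM Tris-HCl, 1mM EDTA, 1mM DTT, pH 7.5) received compound, then a probe mix of 5 nM fluorescein-DNA and 100nM Texas-615-DNA. Fluorescence polarization was read for both dyes.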
# RGS4 inhibitor: Inhibitors of Regulator of G Protein Signaling (RGS) 4: qHTS | Regulator of G-protein signaling 4 (Homo sapiens), P49798 | Transcreener GDP fluorescence polarization, RGS4-accelerated GTP hydrolysis | Potency, µM (titrated, usually from 114 µM), inactives show top-dose activity change, negative = inhibition, actives largely listed as inhibitors | 390,000 compounds, 0.039% hits | AID 504845, 2011; note: potency is the fitted concentration of half-maximal effect; % is set by controls: 0 for no effect and ±100 for the full control effect; nearly all actives have a fitted effect of over 75% in size; some results filed as inactive show a strong effect at the top dose
# Target sequence (P49798 whole entry, looked up): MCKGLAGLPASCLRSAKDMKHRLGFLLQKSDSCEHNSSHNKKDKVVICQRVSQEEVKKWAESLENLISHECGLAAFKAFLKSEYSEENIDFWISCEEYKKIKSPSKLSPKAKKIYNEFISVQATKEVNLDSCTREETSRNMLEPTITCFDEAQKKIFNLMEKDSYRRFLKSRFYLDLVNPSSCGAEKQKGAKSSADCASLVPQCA
#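 MLSMR compounds (23 nl, pin-transferred) preincubated 10 min at room temperature with a 500nM (2x) first reagent, then RGS4 at 900nM (2x) plus Transcreener GDP mix added; fluorescence polarization (620/688 nm) read before and after 90 min at 30 °C.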
# LDHA inh: qHTS assay for inhibitors of human lactate dehydrogenase | L-lactate dehydrogenase A chain (Homo sapiens), P00338 | purified LDHA, NADH/diaphorase-resazurin fluorescence; stronger effect = lower value | 480,000 compounds, 0.15% hits | activity change, % (values are at about 110 or 230 µM) | AID 1347041, 2019; in the data active = activity change below about -30%; inconclusive = mostly about -25% to -30%;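 note: plate controls were DMSO wells for no effect and wells without enzyme for full effect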
#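 LDH5 2 nM; NADH 0.06 mM, pyruvate 0.2 mM; 200 mM Tris pH 7.4, EDTA, Tween-20; 5 min RT. Detection: diaphorase 0.133 mg/mL + resazurin 37 µM, fluorescence ex540/em590 at 0 and 20 min; normalized to enzyme-free and DMSO wells.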
# D2 antagonist: HTS Assay for Allosteric Antagonists of the Human D2 Dopamine Receptor: Primary Screen for Antagonists. D(2) dopamine receptor (Homo sapiens), P14416. HEK293 TREx D2 cells, calcium flux, dopamine EC80. inhibition, % at 10 µM. 340,000 compounds, 2% hits. AID 485344, 2010; in the data active = inhibition above about 30%; note: 0% is about no effect
#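 Inhibition of EC80 dopamine-driven calcium flux, recorded kinetically, defines activity here; cells are a tetracycline-induced HEK293 T-REx line expressing force-coupled D2.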
# GRP78 ERSR act: qHTS for Inducers of the Endoplasmic Reticulum Stress Response (ERSR) in Human Glioma: qHTS; U87-MG GRP78 promoter luciferase reporter, 16 h; Potency, µM, for the others: at the top dose activation, usual class: activators; 420,000 compounds, 0.02% hits; AID 602332, 2012; note: potency is the fitted concentration of half-maximal effect; series mostly up to about 76 µM; % of control where 0% means no effect; nearly all actives have a fitted effect of over 35% in size
#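 Stably transfected U87-MG human glioma cells carrying a GRP78-based luminescent sensor were seeded at 1000 cells/well, pin-dosed with compounds and incubated 16 h. Luciferase reagent was then added, and end-point luminescence was read after 10 min at room temperature.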
# D2 agonist: HTS Assay for Allosteric Agonists of the Human D2 Dopamine Receptor: Primary Screen for Agonists | AID 485358, 2010 | HEK293 T-REx D2 cells, calcium flux agonist mode | D(2) dopamine receptor (Homo sapiens), P14416 | 340,000 compounds, 0.53% hits | activation, % at 2 µM;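 active = activation over 3 SD above normal in the single-dose calcium agonist read, cut at about 30% in these data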; note: 0% is about no effect
#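 Agonism is scored from calcium flux in a force-coupled, inducible HEK293 cell line expressing D2, read kinetically for 180 s after compound addition against dopamine controls.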
# Vif-APOBEC3G blk: qHTS for Inhibitors of Vif-A3G Interactions: qHTS | DNA dC->dU-editing enzyme APOBEC-3G (Homo sapiens), Q9HC16 | HeLa A3G-eYFP + Vif (tagged APOBEC3G with the HIV-1 protein that degrades it), YFP fluorescence, overnight | Potency, µM (series often up to 46.1 µM), for the others: at the top dose activity, negative = active, usual class: inhibitors | 410,000 compounds, 0.076% hits | AID 602310, 2012;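 note: potency is the fitted concentration of half-maximal effect; % is set by controls: 0 for no effect and ±100 for the full control effect; nearly all actives have a fitted effect of over 60% in size; hits raise eYFP signal because A3G escapes Vif-driven loss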
#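 Read-out is eYFP fluorescence (Ex 488/Em 500-530) from Vif-expressing HeLa A3G-eYFP cells; more signal means A3G escaped Vif-mediated degradation. Cells plated overnight, compound pinned in, incubated overnight at 37 deg C.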
# Vif-A3F inh: qHTS for Inhibitors of Vif-A3F Interactions: qHTS | HeLa A3F-eYFP + Vif (tagged APOBEC3F with the HIV-1 protein that degrades it), YFP fluorescence increase | 390,000 compounds, 0.2% hits | Potency, µM (doses to about 46.1 µM), inactives show at the highest dose activity, negative = active; note: potency is the fitted concentration of half-maximal effect; % of control where 0% means no effect; nearly all actives have a fitted effect of over 65% in size
#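 HeLa cells stably expressing Vif plus C-terminally eYFP-tagged A3F were seeded, incubated overnight at 37 deg C, dosed with compound, incubated overnight again at 37 deg C. Yellow fluorescence (Ex 488/Em 500-530) reported blocked Vif-mediated A3F-eYFP degradation.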
# 12-LOX inh: Primary qHTS assay for inhibitors of human arachidonate 12S-lipoxygenase (ALOX12): Round 2; purified 12hLO, xylenol orange hydroperoxide absorbance; Potency, µM (series often up to 108 µM), for inactives: at the highest dose activity change, negative = inhibition, actives largely listed as inhibitors; 580,000 compounds, 1.1% hits; Polyunsaturated fatty acid lipoxygenase ALOX12 (Homo sapiens), P18054; AID 1671190, 2021; note: potency is the fitted concentration of half-maximal effect; % is set by controls: 0 for no effect and ±100 for the full control effect
# Target sequence (P18054 whole entry, looked up): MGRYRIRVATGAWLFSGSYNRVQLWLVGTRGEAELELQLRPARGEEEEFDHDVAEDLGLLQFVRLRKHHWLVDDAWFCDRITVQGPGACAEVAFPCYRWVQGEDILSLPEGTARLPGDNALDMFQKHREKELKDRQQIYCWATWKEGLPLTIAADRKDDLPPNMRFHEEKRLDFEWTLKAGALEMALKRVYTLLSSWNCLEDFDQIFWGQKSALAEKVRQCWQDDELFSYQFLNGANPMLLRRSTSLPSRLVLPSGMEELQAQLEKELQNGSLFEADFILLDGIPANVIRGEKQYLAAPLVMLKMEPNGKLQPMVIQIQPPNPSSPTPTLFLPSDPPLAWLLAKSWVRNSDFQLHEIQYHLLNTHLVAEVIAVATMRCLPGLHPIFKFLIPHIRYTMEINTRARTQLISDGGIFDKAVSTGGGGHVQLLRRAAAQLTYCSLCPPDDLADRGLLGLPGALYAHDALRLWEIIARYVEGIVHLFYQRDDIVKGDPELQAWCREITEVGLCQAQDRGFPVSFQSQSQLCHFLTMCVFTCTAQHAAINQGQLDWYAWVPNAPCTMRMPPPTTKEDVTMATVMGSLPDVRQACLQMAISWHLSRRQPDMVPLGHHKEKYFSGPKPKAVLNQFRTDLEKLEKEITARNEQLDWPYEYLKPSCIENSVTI
#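 Hydroperoxide product was detected by ferrous iron/xylenol orange as the 573 to 405 nm absorbance ratio. Arachidonic acid at 40 uM (final) was turned over for 30 min at room temperature by 150 nM human 12hLO, pH 7.0 Hepes buffer, after 15 min compound preincubation.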
# An asterisk follows results filed as active; ? = inconclusive; . = no result given; & = joins results of further samples; [ ] = remark or other dose. Unless noted, calls come from the whole dose curve; as a rule, active = well fitted curve in the direction sought with a large enough effect; inconclusive = small, poorly fitted or top-dose-only effect, or another doubt; inactive = no such curve, though single readings can be large; an effect the other way counts as inactive or inconclusive.
SMILES,ERG Ets-DNA blk,RGS4 inhibitor,LDHA inh,D2 antagonist,GRP78 ERSR act,D2 agonist,Vif-APOBEC3G blk,Vif-A3F inh,12-LOX inh
O=C(Nc1ccon1)Nc1ccc(Cl)cc1Cl,-4%,1%,-5,2,5%,-0.2,1%,4%,?
O=C(NCC(=O)N(Cc1ccco1)C(C(=O)NC1CCCC1)c1ccncc1)c1cccs1 (stereo not drawn),-7%,-10%,-7,-7,-5%,0.3,0%,5%,?
COc1ccc(CN2CCN(CCC(C)C)C(CCO)C2)cc1Cn1cccn1 (stereo not drawn),-6%,6%,-16,-14,0%,0.2,0%,0%,4%
Cc1cccc(C(=O)NCC(=O)OCc2nc(N)nc(Nc3ccccc3C)n2)c1,5%,15%,-4,.,-3%,.,2%,9%,0%
O=C(Cn1cnc2ccccc2c1=O)Nc1nnc(SCc2ccccc2)s1,.,-37%,-4,-5,-4%,0.1,1%,-4%,-3%
CC(C)(C)c1ccc(C(=O)OCC(=O)Nc2cccc(S(=O)(=O)NC3=NCCC3)c2)cc1,.,.,-15,.,1%,.,-6%,-3%,-17%
CC(=O)c1ccc(NC(=O)COC(=O)CCC(=O)c2cccs2)cc1,-8%,-8%,-2,-22,-3%,-0.3,-4%,2%,7%
CCOc1ccccc1OCCCC(=O)N(CC)CC(=O)Nc1c(F)cccc1F,-4%,-19%,-1,6,-1%,-0.6,-4%,-5%,-8%
Cc1cccc(Nc2nnc(SCC(=O)NCc3cccs3)s2)c1C,-1%,-2%,0,1,-1%,-0.2,0%,-5%,-9%
COc1cc(NS(=O)(=O)c2cccc3nsnc23)cc(OC)c1,-5%,6%,7,4,1%,0.0,2%,-6%,?
CCOc1ccc(S(=O)(=O)N2CCN(c3ncccn3)CC2)cc1,-13%,-2%,-1,-16,-3%,-0.3,-6%,15%,?
O=C(OCC(=O)N1CCc2ccccc2C1)c1c(F)cccc1Cl,8%,-1%,-4,.,-1%,.,0%,-1%,14%
O=C(O)/C=C/C(=O)Nc1cccc2cccnc12,-8%,2%&-9%,-4&0,1,-1%&-6%,2.0,3%&0%,1%,13%
C=CC[C@@H](CC(=O)N[C@@H](CO)Cc1ccccc1)C(=O)N[C@@H](COC(=O)[C@@H](CC=C)Cc1ccc(F)cc1)Cc1ccccc1,1%,11%,-7,.,-4%,.,-10%,4%,0%
COCCCN(C(=O)CSCc1ccc(C)cc1)c1c(N)n(Cc2ccccc2)c(=O)[nH]c1=O,11%,-22%,-7,-3,-3%,0.1,0%,-14%,?
COCCCNCCCCSc1ccc(Cl)cc1,9%,14%,-9,17,-3%,0.1,-1%,-5%,?
O=C(CNC(=O)N1CC(=O)Nc2ccccc21)NCc1ccc(F)cc1,.,.,-2,.,-2%,.,-5%,3%,9%
CC1CC(C#N)N(N(C)C)C1=C(C#N)C#N (stereo not drawn),2%,18%,-2,-5,-5%,0.8,-3%,15%,?
COCCNC(=O)c1c[nH]c2ccc(S(=O)(=O)N3CCc4ccccc43)cc2c1=O,5%,-46%,-2,-4,-1%,-0.6,1%,5%,?
CCC(C)n1c(SCC(=O)NC(=O)Nc2ccc3c(c2)OCCO3)nc2ccccc2c1=O (stereo not drawn),.,-10%,-9,1,2%,-0.2,-1%,4%,0%
O=C(Cn1nnc2ccccc2c1=O)Nc1cccc(S(=O)(=O)N2CCOCC2)c1,2%,5%[56.9 µM],-5,6,-2%,0.5,-3%,?,-6%
CCc1cc(=O)oc2cc(C)cc(OCC(=O)NCCCn3ccnc3)c12,1%,-34%,-1&5,0,1%,0.7,0%,4%,0%&2%
CCOC(=O)C1CCN(c2c(NC3CCCc4ccccc43)c(=O)c2=O)CC1 (stereo not drawn),0%,4%,-8,8,-2%,1.7,0%,0%,-3%
COc1ccc(NC(=O)COC(=O)[C@@H]2CCCN2C(=O)c2cccs2)cc1,-2%,-3%,0,.,-3%,.,-3%,1%,-44%
COc1ccc(Cc2nnc(NC(=O)c3ccc(OC)c(OC)c3)s2)cc1,2%,19%,-4,.,-4%,.,-30%,0%,4%
CC(C)NC(=O)NC(=O)COc1c(F)c(F)cc(F)c1F,-10%,13%,2,15,5%,0.4,-9%,1%,93%[activator]
O=C(O)c1cccc(S(=O)(=O)Nc2ccc([N+](=O)[O-])cc2O)c1,-5%,-7%,2,6,-3%,0.6,2%,14%,0%
NC(=O)c1nsc(C(=O)N(c2ccccc2)C(C(=O)NC2CCCC2)c2ccc3ncccc3c2)c1N (stereo not drawn),3%,-16%,-1,-10,-12%,0.3,?,-1%,-3%
COc1ccc(C)cc1NC(=O)CCCN1C(=O)C(c2ccccc2)Oc2cccnc21 (stereo not drawn),-9%,38%,-5,38*,-5%,-0.9,2%,0%,-20%
COCCNC(=S)N/N=C(\C)c1cccc(OC)c1,0%,1%,-12,-9,-7%,-0.7,-1%,6%,?
Fc1ccccc1Cc1noc(CN2CCN(c3ccc(Cl)cn3)CC2)n1,-2%,-27%,1,9,-1%,0.0,0%,-1%,-5%
COc1cccc(C(=O)N2c3ccc(C)cc3C(C)(c3ccccc3)CC2(C)C)c1 (stereo not drawn),-4%,-23%,-6,.,0%,-1.2,2%,-10%,-16%
Cc1[nH]c2ccc(-c3n[nH]c(=S)n3-c3ccc(Br)cc3)cc2c1C,3%,7%,-20,-10,-1%,-0.6,-8%,3%,-20%
Cc1cccc(OCCNc2cc(N3CCN(C)CC3)ccc2[N+](=O)[O-])c1,14%,-19%,3,0,-5%,1.3,0%,2%,12%
Cc1occc1C(=O)Nc1cccc(Cn2cccn2)c1,-1%,-6%,-3,-9,5%,-0.7,2%,0%,-4%
CC(=O)OCC1=C(C(=O)O)N2C(=O)C(NC(=O)c3ccc(COc4c(C)cccc4Cl)o3)C2SC1 (stereo not drawn),3%,-26%,-2,17,-5%,-1.0,-2%,0%,?
Cc1cccc(C(=O)NC(C(=O)Nc2ccc(S(=O)(=O)Nc3nccs3)cc2)C(C)C)c1 (stereo not drawn),11%,-17%,-2,.,-4%,.,-2%,2%,-5%
CCCCN(C)CCNC(=O)CCn1nc(-c2ccc(C)cc2)ccc1=O,12%,2%,-3,-13,0%,0.4,4%,9%,9%
COCCCNC(=O)CCCN1C(=O)CCn2nc(-c3cccn3C)cc21,-1%,-25%,6,.,-3%,-0.3,-1%,-5%,-19%
Cc1nc(Cl)sc1C(=O)Nc1cc(F)cc(F)c1,-4%,9%,-7,4,-6%,0.2,0%,12%,-7%
COc1ccc2c(c1OC)C(=O)OC2CC(=O)c1ccc(O)c(O)c1 (stereo not drawn),6%,3%,17,-3,-2%,0.7,2%,-2%,?
OC[C@@H]1CN(Cc2ccccc2)C[C@H](n2cnc3c(NCc4ccco4)ncnc32)O1,.,.,-1,.,-3%,.,-4%,.,13%
C=CCn1c(=O)c(C(=O)NCCN(CC)CC)c(O)c2ccccc21,5%,-13%,9,15,-4%,-1.0,4%,1%,-8%
COc1ccc(NC2CCCN(C(=O)Cn3ccc(C)n3)C2)cc1OC (stereo not drawn),1%,-2%,33,8,-1%,0.1,2%,?,-10%
O=C(NCC(c1cccs1)N1CCOCC1)C1CCN(S(=O)(=O)c2c(Cl)cccc2Cl)CC1 (stereo not drawn),13%,8%,-3,-4,-5%,-0.3,1%,3%,9%
CCn1cnnc1SCC(=O)Nc1ccccc1C(=O)NC1CC1,4%,-14%,-6,.,0%,.,-1%,9%,4%
O=C1Nc2ccccc2Oc2cc([N+](=O)[O-])cc(Oc3ccccc3)c21,.,-45%,-2,.,-1%,.,?,?,1%
O=C(CSc1n[nH]c(-c2ccccc2)n1)NCCc1ccccc1,-1%,16%,0,.,-2%,0.1,1%,0%,-14%
CC1=CC(C)(C)NC(=S)N1c1ccc(Cl)cc1,4%,23%,-1,.,-1%,.,7%,?,-8%
CCOc1ccc(-c2cc(C(F)(F)F)c(C#N)c(SCC(=O)Nc3ccccc3)n2)cc1,-20%,0%,-12,.,-3%,4.6,13µM*,?,4%

# 2 compounds drawn at random from the list so far:
SMILES,ERG Ets-DNA blk,RGS4 inhibitor,LDHA inh,D2 antagonist,GRP78 ERSR act,D2 agonist,Vif-APOBEC3G blk,Vif-A3F inh,12-LOX inh
O=C(CSc1n[nH]c(-c2ccccc2)n1)NCCc1ccccc1,-1%,16%,0,.,-2%,0.1,1%,0%,-14%
CCOc1ccc(-c2cc(C(F)(F)F)c(C#N)c(SCC(=O)Nc3ccccc3)n2)cc1,-20%,0%,-12,.,-3%,4.6,13µM*,?,4%

# A portion of the library; rates above refer to the full screens.
